# CHO parental Ca – signal in parental CHO cells, OX1R antagonist counter-screen | parental CHO-K1, ATP-induced calcium, Fluo-8 fluorescence | inhibition, % at 5.6 µM | actives 0.63% (n = 330,000) | AID 463079;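 active = inhibition above that plate's mean sample inhibition plus 3 SD, cut at about 26% in these data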;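 also: 0% = ATP-challenged DMSO wells and 100% = DMSO wells without ATP; some compounds past the cut are filed as inactive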
#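 Material – parental CHO cells · Reagent – ATP stimulus · Compound – single nominal dose of 5.6 µM per compound · Detection – Fluo-8 fluorescence · Read-out basis – percent inhibition of calcium signal · Controls – ATP-challenged DMSO wells low, unchallenged DMSO wells high · Repeats – no replicates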
# M1 PAM – potentiates human M1 receptor response to acetylcholine; CHO-K1 hM1, Fluo-8 calcium fluorescence, ACh EC20; 0% = ACh EC20, 100% = maximal ACh; P11229; activation, % at 3 µM; actives 0.088% (n = 360,000); AID 588819; in the data active = activation above about 19%, passing the limit was not always enough
# Target sequence (P11229 whole entry, looked up): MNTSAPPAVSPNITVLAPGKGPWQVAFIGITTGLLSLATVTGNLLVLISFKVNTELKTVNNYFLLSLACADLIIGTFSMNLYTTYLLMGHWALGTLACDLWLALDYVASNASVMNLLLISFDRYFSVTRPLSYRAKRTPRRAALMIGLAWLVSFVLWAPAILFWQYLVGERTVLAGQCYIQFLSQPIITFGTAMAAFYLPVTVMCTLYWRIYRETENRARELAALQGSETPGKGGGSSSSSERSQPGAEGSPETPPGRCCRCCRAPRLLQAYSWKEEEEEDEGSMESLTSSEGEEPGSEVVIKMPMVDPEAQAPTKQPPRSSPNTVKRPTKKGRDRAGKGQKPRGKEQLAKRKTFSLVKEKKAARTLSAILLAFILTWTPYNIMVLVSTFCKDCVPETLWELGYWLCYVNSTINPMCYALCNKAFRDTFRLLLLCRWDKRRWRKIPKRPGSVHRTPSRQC
# CHRM1 antagonist – blocks human M1 muscarinic receptor | CHO-K1 hM1, Fluo-8 calcium fluorescence, ACh EC80 antagonist | P11229 | inhibition, % at 3 µM | actives 1.3% (n = 360,000) | AID 588852;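 active = percent inhibition above its own plate's cutoff, namely the mean of that plate's compound wells plus 3 SD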;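 also: peak over basal fluorescence ratio during 140 s after agonist addition; 0% = ACh EC80 plus DMSO and 100% = DMSO alone without agonist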
# TAAR1 ag – agonists of human TAAR1. CHO RD-HGA16 TAAR1, Fluo-8 calcium fluorescence; vehicle wells 0%, saturating PEA agonist 100%. activation, % at 3 µM. actives 0.99% (n = 360,000). AID 624467;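 active = activation above the mean activation of all test compounds in the run plus 3 SD, cut at about 38% in these data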
#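 Benchmarks: low control DMSO, high control PEA (EC100); System: CHO RD-HGA16 cells carrying human TAAR1 plus Gα16; Detection: Fluo-8 fluorescence, 5 s baseline then 140 s kinetic read; Schedule: 17-24 h plating, Fluo-8 75 min 37 °C, 30 min RT; Read-out basis: % activation from peak over basal fluorescence ratio, DMSO-to-PEA scaled.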
# OXTR potentiator – potentiators of human oxytocin receptor | P30559 | CHO-OTR cells, Fluo-8 calcium fluorescence, potentiator mode; 0% = oxytocin EC15, 100% = EC100 | activation, % at 3 µM | actives 0.061% (n = 320,000);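 active = activation above that plate's cutoff, the mean activation of tested compounds plus 3 SD, cut at about 6.6% in these data, passing the limit was not always enough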;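 also: 100% uses oxytocin at 75 nM as the full agonist control; some results filed as inactive read as strong as hits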
#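 Material: CHO-OTR cells, human receptor; compound dosing: single dose, 3.0 µM nominal final compound concentration; schedule: 6 min compound pre-incubation at room temperature, 100 s kinetic read; measured by: kinetic Fluo-8 calcium fluorescence; read-out basis: % activation vs EC15 and EC100 oxytocin; controls: EC15 oxytocin alone as 0%, 75 nM oxytocin as 100%; replicates: singlicate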
# TAAR1 antagonist – antagonists of human TAAR1; actives 1.5% (n = 360,000); inhibition, % at 3 µM; CHO RD-HGA16 TAAR1, Fluo-8 calcium fluorescence, antagonist; Q96RJ0;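 active = inhibition above a per-plate cutoff, the mean inhibition of test compounds on that plate plus 3 SD, cut at about 49% in these data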;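 also: 0% = DMSO plus EC80 beta-PEA response and 100% = DMSO alone without agonist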
#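 Material: RD-HGA16 CHO cells with stable hTAAR1 and Gα16; Dosing: single nominal final test compound concentration of 3 µM; Schedule: seeding 17-24 h prior, 75-min 37 °C, 30-min RT dye loading; Detection: kinetic Fluo-8 calcium fluorescence measurement; Measure: % inhibition from peak post-agonist over basal fluorescence ratio; Benchmarks: vehicle and agonist controls.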
# OXTR ag – activates the human oxytocin receptor; actives 0.32% (n = 320,000); activation, % at 3 µM; AID 2435; CHO-OTR cells, Fluo-8 calcium fluorescence; normalized: DMSO 0%, oxytocin 100%; P30559;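 active = activation above the mean of all tested compounds plus 3 SD, cutoff set per screening run, cut at about 20% in these data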;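 also: peak over basal fluorescence ratio from a 100 s FLIPR kinetic read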
# V1aR counter – V1a receptor agonism, counter-screen for OXTR agonists; P37288; AID 2797; actives 0.25% (n = 320,000); CHO-V1R cells, Fluo-8 calcium fluorescence, agonist mode; 0% DMSO, 100% 3 nM vasopressin; activation, % at 3 µM;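 active = activation above the mean activation of all tested compounds plus 3 SD, per screening run, cut at about 20% in these data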;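 also: signal is peak over basal fluorescence ratio across a 100 second FLIPR read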
# Target sequence (P37288 whole entry, looked up): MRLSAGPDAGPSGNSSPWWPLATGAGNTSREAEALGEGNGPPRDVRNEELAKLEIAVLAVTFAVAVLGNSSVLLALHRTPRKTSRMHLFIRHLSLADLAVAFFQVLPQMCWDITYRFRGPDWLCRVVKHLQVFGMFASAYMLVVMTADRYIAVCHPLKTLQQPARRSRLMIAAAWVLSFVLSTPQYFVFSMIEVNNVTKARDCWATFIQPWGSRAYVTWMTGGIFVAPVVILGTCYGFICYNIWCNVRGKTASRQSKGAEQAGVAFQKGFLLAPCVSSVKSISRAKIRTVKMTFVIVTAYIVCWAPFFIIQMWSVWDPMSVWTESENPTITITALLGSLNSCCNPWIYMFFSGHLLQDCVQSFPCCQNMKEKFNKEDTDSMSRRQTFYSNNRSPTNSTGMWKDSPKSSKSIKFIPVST
# M1 ag – agonists of human M1 muscarinic receptor; AID 588814; CHO-K1 hM1, Fluo-8 calcium fluorescence, agonist mode; 0% DMSO, 100% acetylcholine EC100; actives 0.33% (n = 360,000); activation, % at 3 µM; P11229;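 active = activation above the run's mean compound activation plus 3 SD, cut at about 16% in these data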;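 also: peak over basal fluorescence ratio within a 140 s kinetic read after compound addition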
# Starred values were filed as active, the others as inactive; / = not tested or not shown.
SMILES,CHO parental Ca,M1 PAM,CHRM1 antagonist,TAAR1 ag,OXTR potentiator,TAAR1 antagonist,OXTR ag,V1aR counter,M1 ag
Cc1c(/C(O)=C2\C(=O)C(=O)N(CCN(C)C)C2c2cccnc2)cnn1-c1ccccc1 (configuration not stated),-11,6,-33,3,-5,-14,0.6,1.3,-1
COc1ccc(NS(=O)(=O)c2ccc3oc(SC(C)C(N)=O)nc3c2)cc1 (configuration not stated),26,-6,15,7,-16,14,8.0,11,4
COC(=O)c1ccn(-c2nc(-c3ccco3)cc(C(F)(F)F)n2)n1,-5,-1,-2,5,-6,1,-1.9,-0.2,-2
COc1cccc(N=Nc2c(N)[nH]n3c(=O)cc(-c4ccccc4)nc23)c1,-19,-3,-10,4,-4,2,-0.5,-0.9,-2
CCOC(=O)c1c(-c2ccc(OC)cc2)nc2nonc2c1N,-7,11,-7,2,-2,-2,-1.8,-0.7,-4
CCCCC(=O)Nc1nc(C)c(C(C)=O)s1,5,9,-19,0,5,14,-0.3,-0.1,-3
CC(C)(C)C(=O)Nc1nnc(SCC(=O)Nc2ccc3c(c2)OCO3)s1,-14,4,-6,2,6,-11,1.3,3.5,-7
COc1ccc(-c2nc(SCC(=O)NC3CCCCC3)n[nH]2)cc1,/,5,-9,10,/,-15,/,/,-3
O=C(O)C1CCCCC1C(=O)NCCCN1CCOCC1 (configuration not stated),-16,4,0,11,-7,-13,1.4,1.2,-3
Cc1ccc(S(=O)(=O)N2CCOCC2)cc1C(=O)OCC(=O)Nc1ccc(Cl)cn1,/,-4,2,2,/,5,/,/,-1
Cc1ccc(NC(=O)CCCn2nc(C)c3c(C)n(-c4ccccc4)nc3c2=O)c(Cl)c1,2,6,-3,4,-16,-19,-0.9,-0.9,-5
O=c1oc2ccccc2c2c1C(O)CO2 (configuration not stated),0,12,-16,1,3,-13,1.0,-0.3,0

# The final three records of the section above lead into the next:
SMILES,CHO parental Ca,M1 PAM,CHRM1 antagonist,TAAR1 ag,OXTR potentiator,TAAR1 antagonist,OXTR ag,V1aR counter,M1 ag
Cc1ccc(S(=O)(=O)N2CCOCC2)cc1C(=O)OCC(=O)Nc1ccc(Cl)cn1,/,-4,2,2,/,5,/,/,-1
Cc1ccc(NC(=O)CCCn2nc(C)c3c(C)n(-c4ccccc4)nc3c2=O)c(Cl)c1,2,6,-3,4,-16,-19,-0.9,-0.9,-5
O=c1oc2ccccc2c2c1C(O)CO2 (configuration not stated),0,12,-16,1,3,-13,1.0,-0.3,0
O=C(/C=C/c1ccccc1)Nc1cc(S(=O)(=O)N2CCOCC2)ccc1N1CCCC1,-13,-1,9,0,-8,-12,-0.9,-0.1,-9
N/C(=N\OC(=O)c1cccc(F)c1)c1ccccc1,3,2,5,7,-2,-2,-1.0,-0.1,-3
CCOC(=O)c1c(C)nc2sc3c(=O)n(-c4ccc(C(C)=O)cc4)cnc3c2c1-c1ccc(OC)cc1,-3,11,-8,4,0,1,0.3,-0.5,-2
Cn1cc([N+](=O)[O-])c(C(=O)Nc2nccs2)n1,-3,9,-6,4,-4,6,0.0,-0.1,0
Cc1ccc(Cn2c(C(C)Nc3nc(-c4ccc(Cl)c([N+](=O)[O-])c4)cs3)nc3cc(C(F)(F)F)ccc32)cc1 (configuration not stated),-6,-13,17,23,-2,-5,-1.3,-1.1,-3
CC(C)[C@H]1CN(C)CCN1Cc1cn(C)nc1-c1cccc(Cl)c1,-15,6,-13,2,-2,-10,1.3,1.1,-4
Cc1ccc([C@@H]2[C@@H]3C(=O)N(C)C(=O)[C@@H]3[C@]3(Cc4ccccc4)C(=O)N(Cc4ccccn4)CC(=O)N23)o1,-14,2,-2,8,-3,6,-0.5,-0.4,-4
O=C(Nc1ccc(Br)c(C(F)(F)F)c1)c1ccc(C(F)(F)F)cc1,40*,-23,63*,3,-19,6,6.2,10,0
FC(F)(F)c1cc(N2CCOCC2)nc(-c2ccccc2)n1,-9,4,-8,1,-6,-33,-2.3,-0.9,-7
C[C@@H]1CCCCO[C@H](CN(C)Cc2ccc(Cl)c(Cl)c2)[C@H](C)CN([C@@H](C)CO)C(=O)c2cc(NC(=O)Nc3ccc(F)cc3)ccc2O1,/,5,-10,0,/,-8,/,/,-4
NS(=O)(=O)OCCCCCc1ccccc1,-12,5,1,13,0,4,1.2,0.9,-3
Cc1ccc(C)c(Nc2nc3nonc3nc2N2CCOCC2)c1,-1,-8,13,2,-7,-28,-0.5,-0.8,-5
O=C(NC(=S)NCc1ccco1)c1ccccc1[N+](=O)[O-],-10,15,-19,7,-5,-4,1.0,4.6,-1
Cc1ccc2nc(Cl)c(C3CC(c4cccs4)=NN3S(C)(=O)=O)cc2c1 (configuration not stated),-8,-8,9,4,-9,-5,1.7,1.0,-6
Cc1ncc(CSc2nccc(=O)[nH]2)c(CO)c1O,5,-1,3,1,-6,-17,-0.5,-0.1,-6
CCOCCCn1cnc2c3cc(F)ccc3n(C)c2c1=O,-7,5,-5,0,10,-18,-0.5,-0.1,-5
CCOc1ccccc1CNCC1CCCO1 (configuration not stated),-13,10,-10,4,-14,-6,0.1,-1.0,-1
CCc1ccc(C(=O)Cn2ncc(Cl)c(Cl)c2=O)cc1,16,0,22,-2,-10,5,-2.5,-1.7,-4
CCOc1cc(C(c2c(C)[nH][nH]c2=O)c2c(C)[nH][nH]c2=O)cc([N+](=O)[O-])c1O,-1,16,-22,0,-5,-18,0.0,0.4,-3
COC(=O)c1ccccc1NC(=O)NCCc1ccc(OC)c(OC)c1,-24,9,-10,15,-2,3,2.0,1.0,-2
CC(C)(C(=O)N1CCC1(C)C(=O)NS(=O)(=O)c1ccccc1Cl)c1ccccc1 (configuration not stated),/,6,-21,0,/,-13,/,/,-3
O=C(CSc1ncn[nH]1)Nc1nc2c(F)c(F)c(F)cc2s1,/,-5,2,4,/,-10,/,/,-4
COCCN(C(=O)COC(=O)c1cc(C)oc1C)c1c(N)n(Cc2ccccc2)c(=O)[nH]c1=O,-18,5,-4,0,-5,-20,-1.6,-0.2,-1
N#CC(C#N)=Cc1cc2ccccc2nc1N1CCCCC1,-11,7,-16,0,0,4,-2.5,-0.4,-3
CCOC(=O)c1c(C)oc2cc(Sc3ccccc3)c(O)c(O)c12,-17,-1,-1,1,-10,-7,-2.4,0.1,-5
COc1ccc(CNC(=O)CCCN2C(=O)c3ccccc3C2=O)cc1,-19,13,-8,2,-11,-3,0.4,1.2,-1
Cc1ccc(-c2csc(NC(=O)c3cccc([N+](=O)[O-])c3)n2)cc1,-26,1,1,8,-14,35,-1.2,-0.9,-3
COc1cc(CCC(=O)OCC(=O)N(CC(C)C)C2CCS(=O)(=O)C2)cc(OC)c1OC (configuration not stated),/,6,2,1,/,-24,/,/,-2
Cc1cccc(NC(=O)C2CCN(S(=O)(=O)c3cccc4nsnc34)CC2)c1,4,2,-8,6,-6,13,1.7,2.2,-1
CCOc1cccc(-c2csc(C3COc4ccccc4O3)n2)c1 (configuration not stated),-16,3,-5,4,3,-4,0.3,1.2,-3
CCc1cc(CNC(=O)c2ccc(OC3CCN(CCc4ccccc4)CC3)cc2)on1,-19,-19,31,3,-1,-7,4.2,3.0,-5
COc1ccc2c(c1)C(=O)N(c1ccccc1C)C(=O)C2(C)C,-4,5,-2,-1,-11,8,-2.2,-0.5,-7
CC1(C)CC(=O)C(CO)=C(c2cccc3ccccc23)C1=O,-11,2,1,10,0,5,0.2,0.4,-2
COc1ccc(C2C(C(=O)c3cccs3)=C(O)C(=O)N2c2nncs2)cc1 (configuration not stated),-1,4,-4,13,2,18,5.4,4.5,-2
Cc1cccc(C(=O)c2cccc(C)c2)c1,-1,2,-5,-2,-4,-10,-0.9,-0.9,-5
COC(=O)c1sccc1NC(=O)CC1C(=O)NCCN1C(=O)Nc1ccc(OCc2ccccc2)cc1 (configuration not stated),-25,0,-3,5,-7,10,4.9,12,-3

# CHRM1 antagonist, hit marks shown above.
compound,M1 PAM,CHRM1 antagonist,TAAR1 ag,OXTR potentiator,M1 ag
O=C(Nc1ccc(Br)c(C(F)(F)F)c1)c1ccc(C(F)(F)F)cc1,-23,63*,3,-19,0

# Next records follow.
SMILES,CHO parental Ca,M1 PAM,CHRM1 antagonist,TAAR1 ag,OXTR potentiator,TAAR1 antagonist,OXTR ag,V1aR counter,M1 ag
COCCNC(=O)c1cc2c(=O)n3cccc(C)c3nc2n(Cc2ccncc2)c1=N,-9,12,-14,7,0,1,-0.8,-0.7,-6
Cc1cccc(CSCCNC(=O)Nc2ccccc2)c1,-20,6,-10,1,0,-14,-0.6,2.3,-5
COc1ccc(CN(Cc2cc3cccc(C)c3n3nnnc23)C(=O)N2CCOCC2)cc1,-16,-7,6,1,-1,0,1.6,-0.2,-4
CC(=O)C1=C(O)C(=O)N(c2nccs2)C1c1ccc(F)cc1 (configuration not stated),-4,6,-7,5,-9,7,-0.3,-0.4,-3
COCCCn1c(C(=O)N2CC(C)OC(C)C2)cc2c(=O)n3cccc(C)c3nc21 (configuration not stated),-25,1,0,/,-8,/,1.7,2.7,-4
CC(C)CNS(=O)(=O)c1ccc(C(=O)Nc2ccc3c(c2)OCCO3)cc1,-14,0,2,9,-7,12,2.3,2.8,-6
COc1ccc(NC(=O)CCNS(=O)(=O)c2cccc3nonc23)c(OC)c1,-2,-3,5,2,1,-24,-0.3,-1.0,-7
c1cncc(-c2nnc3sc(C4CCCCC4)nn23)c1,-9,9,-11,9,-7,-2,-1.8,0.7,-4
Cn1cccc1CC(=O)N/N=C/C=C/c1ccco1,-3,1,-9,0,1,5,-0.3,0.8,-1
CN(C)c1nc(-c2ccc([N+](=O)[O-])cc2)cs1,-10,-1,-31,11,-9,7,0.1,2.2,-1
Cc1ccccc1OCC(=O)NCCCNC(=O)c1ccccn1,-6,2,-3,-4,-10,5,0.9,0.7,-4
COc1ccc(C(=O)N2CCN(C(=O)c3cc(OC)c(OC)c(OC)c3)CC2)cc1,-18,4,-16,11,-3,6,-1.5,-0.9,-2
O=C(Nc1ccncc1)Nc1ccc(Br)cc1Cl,/,8,-2,26,/,-4,/,/,1
CC1CCN(c2nc(NCc3ccco3)nc(N)c2[N+](=O)[O-])CC1,-17,10,-3,9,-1,-9,-1.3,-1.2,-3
COC(=O)c1ccc(OC)c(CSc2nnc(-c3ccc(C(C)(C)C)cc3)o2)c1,-9,/,/,7,-9,-8,0.1,-0.3,/

# High-throughput results deposited in PubChem BioAssay by The Scripps Research Institute Molecular Screening Center.
